MrgX1 antag: human MrgX1 receptor antagonism, primary screen; Q96LB2; MRGX1-HEK293 calcium flux, Fluo-4, BAM8-22 antagonism; stronger effect = lower value; B-score at 10 µM; 310,000 compounds, 1.3% hits; AID 588676;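 active = calcium-response B-score plate-corrected more than 3 library SD below zero, starting fluorescence within 5 deviations, no agonist response on first addition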;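 also: peak minus trough fluorescence over baseline after final BAM8-22 challenge near maximal dose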
MrgX1 PAM: allosterically activates human MrgX1 receptor signaling. Q96LB2. MrgX1-HEK293, Fluo-4 calcium flux, FDSS; stronger effect = higher value. B-score at 10 µM. 310,000 compounds, 0.63% hits. AID 588675;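 active = plate-corrected calcium response at least 3 library SD above typical, normal starting fluorescence, not activating the receptor alone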;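 also: compound read alongside a low EC10 to EC30 dose of BAM8-22 agonist; peak minus trough fluorescence over baseline measured at the second addition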
SKKanGAS inh: blocks kanamycin growth of S. pyogenes SKKanGAS strain | BacTiter-Glo, 6 h | inhibition, % at 7.5 µM | 300,000 compounds, 1.3% hits | AID 1662;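 active = mean replicate score, as percent of positive control median, at least 50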;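 also: strain carries kanamycin resistance gene driven by streptokinase promoter and grows in 40 µg/ml kanamycin; loss of luminescence reflects streptokinase promoter inhibition or plain growth inhibition; 0% = median of DMSO wells and 100% = positive control at its reference dose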
ANO1 block: blocks the mouse calcium-activated chloride channel TMEM16A | Q8BHY3 | normalized B-score (activity score, 25-100; higher = stronger inhibition) at 10 µM | 310,000 compounds, 1.2% hits | HEK293 TMEM16A/YFP iodide influx fluorescence, ionomycin | AID 588511;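 active = ratio plate-corrected score three or more library SD toward inhibition, starting fluorescence score within five deviations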;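 also: score derived from kinetic fluorescence span divided by baseline fluorescence per well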
TRPC6 inhibitor: mouse TRPC6 channel inhibition; HEK293-TRPC6, membrane potential dye, ACh-evoked depolarization; stronger effect = lower value; 310,000 compounds, 1.1% hits; B-score at 10 µM; Q61143;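 active = B-score under library mean minus 3 SD, initial fluorescence not abnormally high, positive integrated signal ratio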;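 also: B-score derived from integrated fluorescence ratio over the kinetic read; more negative B-score means stronger inhibition of depolarization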
TRPC4 block: blocks the mouse TRPC4 cation channel; HEK293 TRPC4beta/mu-opioid, DAMGO-evoked Fluo4 calcium flux; stronger effect = lower value; B-score at 10 µM; 300,000 compounds, 0.39% hits; Q9QUQ5;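 active = B-score over 3 SD under the library average, no early fluorescence shift, positive overall ratio signal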
Target sequence (Q9QUQ5 whole entry, looked up): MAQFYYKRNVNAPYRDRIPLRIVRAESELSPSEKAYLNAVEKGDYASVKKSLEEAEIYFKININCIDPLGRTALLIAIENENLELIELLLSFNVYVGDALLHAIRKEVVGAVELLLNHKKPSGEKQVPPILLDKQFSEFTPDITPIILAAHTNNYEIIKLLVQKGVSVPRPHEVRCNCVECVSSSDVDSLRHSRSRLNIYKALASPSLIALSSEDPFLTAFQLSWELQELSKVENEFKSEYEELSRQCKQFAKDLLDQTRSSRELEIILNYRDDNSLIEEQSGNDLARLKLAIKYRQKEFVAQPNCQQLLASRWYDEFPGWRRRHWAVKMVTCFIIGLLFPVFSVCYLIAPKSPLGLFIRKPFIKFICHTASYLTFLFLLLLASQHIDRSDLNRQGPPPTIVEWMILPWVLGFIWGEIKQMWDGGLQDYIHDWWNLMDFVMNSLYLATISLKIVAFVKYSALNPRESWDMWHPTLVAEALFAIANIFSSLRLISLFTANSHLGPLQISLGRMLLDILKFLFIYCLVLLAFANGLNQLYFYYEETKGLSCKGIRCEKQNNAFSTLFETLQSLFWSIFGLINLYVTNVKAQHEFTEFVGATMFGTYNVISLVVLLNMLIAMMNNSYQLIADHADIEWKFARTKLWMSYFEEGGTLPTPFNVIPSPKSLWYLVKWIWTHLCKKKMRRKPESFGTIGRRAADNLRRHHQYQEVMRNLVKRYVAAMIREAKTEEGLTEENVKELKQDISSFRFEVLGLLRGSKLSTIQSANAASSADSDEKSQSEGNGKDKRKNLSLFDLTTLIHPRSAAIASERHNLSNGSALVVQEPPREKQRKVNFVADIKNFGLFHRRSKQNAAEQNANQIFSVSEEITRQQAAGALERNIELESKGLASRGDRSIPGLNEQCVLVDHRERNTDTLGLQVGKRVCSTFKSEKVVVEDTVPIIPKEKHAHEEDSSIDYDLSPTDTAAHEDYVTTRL
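Assay system: HEK293 cells with stable TRPC4beta plus mu-opioid receptor expression; Probe or stimulus: DAMGO in two steps, submaximal then maximal; Dosing: single-point compound dosing; Measured by: Fluo4 calcium-dye fluorescence, kinetic read; Read-out basis: B score from integrated Fluo4 fluorescence ratio.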
ANO1 activ: mouse TMEM16A channel activation, primary screen | Q8BHY3 | HEK293 TMEM16A/YFP-H148Q/I152L, iodide quench fluorescence; stronger effect = lower value | B-score at 10 µM | 340,000 compounds, 0.3% hits;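 active = fluorescence-ratio B-score plate-corrected deviation score at least 3 library SD below zero, with starting fluorescence score within 5 deviations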;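 also: channel opened by trigger with iodide after compound preincubation; score built on the fluorescence ratio of max minus min over baseline; more negative score means more quench and so TMEM16A activation or potentiation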
TRPC4 potent: allosteric potentiators of mouse TRPC4 channel; Q9QUQ5; HEK293 TRPC4beta/mu-opioid, DAMGO EC20, Fluo-4 Ca2+ flux; stronger effect = higher value; B-score at 10 µM; 310,000 compounds, 0.42% hits;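 active = B-score of calcium response area above 5 SD of library B-scores, with initial fluorescence ratio within 5 SD of library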;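 also: B-score of integrated fluorescence ratio over time as area under calcium response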
TRPC4 agonist: activators of mouse TRPC4 channel. AID 2237. 310,000 compounds, 0.49% hits. B-score at 10 µM. HEK293 TRPC4beta/mu-opioid, Fluo4 calcium fluorescence; stronger effect = higher value. Q9QUQ5;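 active = B-score above 5 SD of library B-scores, and initial fluorescence ratio not above library mean plus 5 SD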;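 also: positive B-score marks a calcium rise read as TRPC4 activation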
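Assay system: HEK293 stable line with TRPC4beta plus mu-opioid receptor. Times: dye 45 min RT, read 110 s. Measured by: kinetic Fluo4 calcium fluorescence. Measure: B score of integrated ratio. Controls: assay buffer as low control, maximal DAMGO as high control.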
MrgX1 ag: agonists of human MrgX1 receptor. Q96LB2. MrgX1-HEK293 cells, Fluo-4 calcium fluorescence, agonist mode; stronger effect = higher value. B-score at 10 µM. 310,000 compounds, 0.44% hits. AID 588627;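 active = calcium response B-score plate-corrected fluorescence ratio at least 3 library SD, with starting fluorescence B-score inside 5 SD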
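System: HEK293 cells stably expressing human MrgX1 receptor; Dosing: test compound in the initial addition of three; Schedule: overnight plating, then 30 min 37 °C plus 30 min room-temperature dye loading; Detection: kinetic calcium dye fluorescence, Fluo-4 NW; Controls: per-plate positive and negative controls for Z′ factor.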
TRPC6 act: activators of mouse TRPC6 channel. Q61143. HEK293-TRPC6 membrane potential dye fluorescence; stronger effect = higher value. 310,000 compounds, 0.13% hits. B-score at 10 µM;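 active = B-score of the integrated fluorescence ratio above library mean plus 3 SD, and starting fluorescence ratio within library mean plus 5 SD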;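 also: higher score means more depolarization so channel activation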
Starred values were filed as active, the others as inactive; i = inactive; / = no result given. An unsorted share of the library. Share with any hit: about 6.7%.

Every second line gives: MrgX1 antag | MrgX1 PAM | SKKanGAS inh | ANO1 block | TRPC6 inhibitor | TRPC4 block | ANO1 activ | TRPC4 potent | TRPC4 agonist | MrgX1 ag | TRPC6 act
CCOCCCNC(=O)C(c1ccc(OC)cc1)N(Cc1cccs1)C(=O)c1ccccn1 (configuration not stated)
→ i | i | / | i | i | i | i | i | i | i | i
O=C(CSc1ncc(-c2ccc(F)cc2)n1Cc1ccco1)Nc1ccc2c(c1)OCO2
→ i | i | 17 | i | i | i | i | i | i | i | i
CCn1ccc(C(=O)Nc2sc3c(c2C(=O)OC)CCC3)n1
→ i | i | / | i | i | i | i | i | i | i | i
CC1(C)NC(=O)N(CCCCOc2ccc(Cl)cc2)C1=O
→ i | i | -3 | i | i | i | i | i | i | i | i
Cc1[nH]n(-c2ccc([N+](=O)[O-])cc2)c(=O)c1C=NCCN1CCN(C(=O)c2ccc(Br)cc2)CC1
→ i | i | 33 | i | i | i | i | i | i | i | i
COc1ccc(N(CC(=O)Nc2ccccc2C(N)=O)S(=O)(=O)c2ccc(C)c([N+](=O)[O-])c2)cc1
→ i | i | 0 | i | i | i | i | i | i | i | i
COc1ccc(Nc2ccc(N3C(=O)CCC3=O)cc2[N+](=O)[O-])cn1
→ i | i | -5 | i | i | i | i | i | i | i | i
COc1ccccc1NC(=S)NC(=O)/C=C/c1ccco1
→ i | i | 10 | i | i | i | i | i | i | i | i
O=C(COC(=O)Cc1c(F)cccc1Cl)NC(=O)c1ccccc1
→ i | i | -2 | i | i | i | i | i | i | i | i
O=C(CCCCn1c(=O)[nH]c2ccccc2c1=O)NC1CCN(Cc2ccccc2)CC1
→ i | i | -3 | i | i | i | i | i | 86* | i | i
O=C(/C=C/c1ccco1)NCc1ccccn1
→ i | i | -7 | i | i | i | i | i | i | i | i
OCC1(CC2CCCCO2)CCN(C/C=C/c2ccccc2)CC1 (configuration not stated)
→ i | i | 3 | i | i | i | i | i | i | i | i
COCc1cc(=O)[nH]c(Sc2c(-c3ccccc3)c3ccc(Cl)cc3[nH]c2=O)n1
→ i | i | -3 | i | i | i | i | i | i | i | i
CC1Oc2ccccc2N(CC(=O)N(Cc2ccccc2)Cc2ccccn2)C1=O (configuration not stated)
→ i | i | -2 | i | i | i | i | i | i | i | i
COc1ccc(N2C(=O)CSC23CCCCC3)cc1
→ i | i | -2 | i | i | i | i | i | i | i | i

Reprinted at random: 4 entries already listed
Every second line gives: MrgX1 antag | MrgX1 PAM | SKKanGAS inh | ANO1 block | TRPC6 inhibitor | TRPC4 block | ANO1 activ | TRPC4 potent | TRPC4 agonist | MrgX1 ag | TRPC6 act
O=C(COC(=O)Cc1c(F)cccc1Cl)NC(=O)c1ccccc1
→ i | i | -2 | i | i | i | i | i | i | i | i
OCC1(CC2CCCCO2)CCN(C/C=C/c2ccccc2)CC1 (configuration not stated)
→ i | i | 3 | i | i | i | i | i | i | i | i
COc1ccc(N2C(=O)CSC23CCCCC3)cc1
→ i | i | -2 | i | i | i | i | i | i | i | i
O=C(CCCCn1c(=O)[nH]c2ccccc2c1=O)NC1CCN(Cc2ccccc2)CC1
→ i | i | -3 | i | i | i | i | i | 86* | i | i

Continued:
Every second line gives: MrgX1 antag | MrgX1 PAM | SKKanGAS inh | ANO1 block | TRPC6 inhibitor | TRPC4 block | ANO1 activ | TRPC4 potent | TRPC4 agonist | MrgX1 ag | TRPC6 act
COc1cc(S(C)=O)ccc1-c1nc2ncccc2[nH]1 (configuration not stated)
→ i | i | / | i | / | / | i | / | / | i | /
Cc1sc(N)nc1-c1c(C)n(C)c2ccccc12
→ i | i | -2 | i | i | i | i | i | i | i | i
CC(C)(CCl)C(=O)Nc1ccnc(-c2ccncc2)n1
→ i | i | 3 | i | i | i | i | i | i | i | i
Cc1ccc(C(=O)N2N=C3c4ccccc4S(=O)(=O)N3[C@H]2N(C)C)cc1
→ i | i | -4 | i | i | i | i | i | i | i | i
CCN(CC)S(=O)(=O)c1cc(C(=O)OCC(=O)NC2CCCc3ccccc32)ccc1C (configuration not stated)
→ i | i | 6 | i | i | i | i | i | i | i | i
O=C(Cc1ccc([N+](=O)[O-])cc1)NCc1cccnc1
→ i | i | 6 | i | -5.2* | i | i | i | i | i | i
CC(=O)NCCN=Cc1sc2ccccc2c1O
→ i | i | 0 | i | i | i | i | i | i | i | i
Cc1nc(C)c(CCNC(=O)c2ccccc2Br)s1
→ i | i | 0 | i | i | i | i | i | i | i | i
O=C(Nc1ccccn1)c1ccc(Cl)c(S(=O)(=O)N2CCOCC2)c1
→ i | i | -4 | i | i | i | i | i | i | i | i
CCOC(=O)/C(=N\Nc1ccc(Cl)cc1)Sc1nnc(-c2ccc(OC)cc2)n1C
→ i | i | 7 | i | i | i | i | i | i | i | i
COC(=O)c1sc(NC(=O)Cc2cccs2)nc1C
→ i | i | -2 | i | i | i | i | i | i | i | i
Cc1ccc(NS(=O)(=O)c2ccc3c(c2)NC(=O)C(C)C(=O)N3)cc1C (configuration not stated)
→ i | i | -2 | i | i | i | i | i | i | i | i
CC(C)Oc1ccc(-c2cc(=O)[nH]c(=O)[nH]2)cc1
→ i | i | 3 | i | i | i | i | i | i | i | i
CCCCS(=O)(=O)N1CCCC(C(=O)Oc2ccccc2)C1 (configuration not stated)
→ i | i | -5 | i | i | i | i | i | i | i | i
O=C(NCCN1CCOCC1)c1ccc(NS(=O)(=O)c2cccc([N+](=O)[O-])c2)cc1
→ i | i | 0 | i | i | i | i | i | i | i | i
O=C(Cc1ccc(Br)cc1)Nc1ccc(S(=O)(=O)Nc2ncccn2)cc1
→ i | i | 7 | i | i | i | i | i | i | i | i
COc1ccc(S(=O)(=O)N2CCC(C(=O)NC3CCCCC3)CC2)cc1OC
→ i | i | -2 | i | i | i | i | i | i | i | i
Cc1ccc(S(=O)(=O)N(C)C)cc1NC(=S)NCCc1ccccn1
→ i | i | -2 | i | i | i | i | i | i | i | i
Clc1ccc(C2CSc3c4ncnc-4ncn32)cc1 (configuration not stated)
→ i | i | -1 | i | i | i | i | i | i | i | i
Nc1nc(NCc2cccs2)nn1-c1ccccc1
→ i | i | -5 | i | i | i | i | i | i | i | i
COC(=O)C1=C(C(=O)OC)[C@@H]2N(C)c3ccccc3[C@@]23C[C@@H](C(=O)OC)N(C(=O)C2CCC2)C3=N1
→ i | i | -2 | i | i | i | i | i | i | i | i
COc1cc2cc(CN(Cc3cccnc3)C(=O)Nc3ccccc3)c(=O)[nH]c2cc1OC
→ i | i | 1 | i | i | i | i | i | i | i | i
Cc1cc(C2=NNC(=NC3CC3)SC2)c(C)n1-c1ccccc1
→ / | / | -9 | / | i | i | i | i | i | / | i
O=C(Nc1ccc(F)c(Cl)c1)N1CCCC1
→ i | 13* | 0 | i | i | i | i | i | i | i | i
C(=N\n1cnnc1)/c1cccn1-c1ccccc1
→ i | i | 2 | i | i | i | i | i | i | i | i
Cc1ccc(C(=O)N/C(=C\c2ccccc2)C(=O)NCc2cccnc2)cc1
→ i | i | 12 | i | i | i | i | i | i | i | i
O=C(NCC1CCCO1)c1ccc(NS(=O)(=O)c2ccccc2)cc1 (configuration not stated)
→ i | i | 3 | i | i | i | i | i | i | i | i
CCc1nn(CC(=O)Nc2ccc(Br)c(C)c2)c(=N)s1
→ i | i | -1 | i | i | i | i | i | i | i | i
CC(=O)N1CC=C2C(C#N)=C(N)C(C#N)(C#N)C(C)C2C1 (configuration not stated)
→ i | i | 1 | i | i | i | i | i | i | i | i
CC1CCCCC1NC(=O)c1ccc(N2CCCC2=O)cc1 (configuration not stated)
→ i | i | 5 | i | i | i | i | i | i | i | i
CN(C)/C=C(\C#N)C(=O)c1cccnc1Oc1cccc(F)c1
→ i | i | -3 | i | i | / | i | i | i | i | i
O=C(COC(=O)COc1ccccc1)NCCc1ccccc1
→ -5.2* | i | -4 | i | i | i | i | i | i | i | i
O=C1C2C(c3ccccc3)C=CC(c3ccccc3)C2C(=O)N1c1cccnc1 (configuration not stated)
→ i | i | 1 | i | i | i | i | i | i | i | i
CCOC(=O)c1cc2c(=O)n3cccc(C)c3nc2n(CC(C)C)c1=NC(=O)c1ccco1
→ i | i | 30 | i | i | i | i | i | i | i | i
COc1ccc(OC)c(C2SCCN2S(C)(=O)=O)c1 (configuration not stated)
→ i | i | -9 | i | i | i | i | i | i | i | i
Cc1noc(C)c1CN(C(=S)NC(C)C)c1ccccc1
→ i | i | -9 | i | i | i | i | i | i | i | i
C=CCn1c(CNS(=O)(=O)c2ccc(Br)cc2)nnc1SC
→ i | i | -3 | i | i | i | i | i | i | i | i
CCC(=NCCc1ccccc1)C1=C(O)CCC1=O
→ i | i | 1 | i | i | i | i | i | i | i | i
c1ccc2c(c1)oc1c(Nc3ccc4c(c3)OCCO4)ncnc12
→ i | i | -5 | 25* | i | i | i | i | i | i | i
CCOC(=O)c1c(-c2ccccc2)csc1NC(=O)CSc1nc(N)cc(N)n1
→ i | i | 0 | 25* | i | i | i | i | i | i | i
COCCn1c(=N)c(S(=O)(=O)c2ccc(F)cc2)cc2c(=O)n3ccccc3nc21
→ i | i | 1 | i | i | i | i | i | i | i | i
O=C(CN1C(=O)c2ccccc2C1=O)Nc1ccc(S(=O)(=O)N2CCOCC2)cc1
→ i | i | 6 | i | i | i | i | i | i | i | i
CCOc1ccc(C(=O)Nc2c3c(nn2-c2ccccc2)CS(=O)(=O)C3)cc1
→ i | i | 2 | i | i | i | i | i | i | i | i

Compound activity from PubChem BioAssay.
